HepG2 tox = counter-screen for TGF-b inhibitors: cytotoxicity in HepG2 cells; HepG2 CAGA-GFP viability, ATP luminescence, 18 h; Potency, µM (doses to about 46.1 µM), without a hit: top-dose activity change, negative = cytotoxicity, most hits filed as cytotoxic; 0.76% of 410,000 active; AID 588856; note: potency is the fitted concentration of half-maximal effect; some results filed as inactive show a strong effect at the top dose
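HepG2 CAGA-GFP cells (1000/well, DMEM with 1% FBS) received compound, then TGF-beta at 500 pg/mL final, and were incubated 18 hours at 37 degrees C. Viability was read by CellTiter-Glo luminescence. Media-only wells were set as complete cell-killing and DMSO as no toxicity.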
Nrf2 block = blocks Nrf2 signaling; AID 504444; Potency, µM (titrated, usually from 46 µM), without a hit: top-dose activity change, negative = inhibition, most hits filed as inhibitors; A549 ARE-Fluc reporter, luciferase luminescence, 18-24 h; 2.1% of 360,000 active; note: potency is the fitted concentration of half-maximal effect; % is set by controls: 0 for no effect and ±100 for the full control effect; nearly all actives have a fitted effect of over 60% in size
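Cells were seeded and rested 2 h, then exposed to compounds for 18-24 h. CellTiter-Fluor was read first as a viability measure. BugLite was added 15 min before the final luminescent read of ARE-luciferase activity in A549 cells.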
ATXN2 expr inh = ATXN2 expression inhibition | Potency, µM (highest dose often 57 µM), inactives show at the top dose activity change, negative = inhibition, hits mostly inhibitors | HEK-293 ATXN2-luciferase reporter, luminescence, 24 h | 0.72% of 360,000 active; note: potency is the fitted concentration of half-maximal effect; % is set by controls: 0 for no effect and ±100 for the full control effect; nearly all actives have a fitted effect of over 55% in size
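qHTS (up to 57 uM final) was run with 24 h compound exposure of reporter cells at 37 °C. Each well was multiplexed: SteadyGlo luminescence measured ATXN2-luciferase expression after a fluorogenic Gly-Phe-AFC viability readout (25 uM final).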
A549 viability = kills or reduces viability of A549 cells in Nrf2 counter-screen; AID 504648; A549 ARE-Fluc cells, CellTiter-Fluor viability, 18-24 h; Potency, µM (highest dose often 46 µM), for inactives: top-dose activity change, negative = cytotoxicity, most hits filed as inhibitors; 0.16% of 390,000 active; note: potency is the fitted concentration of half-maximal effect; % is set by controls: 0 for no effect and ±100 for the full control effect
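Cytotoxicity counterscreen: CellTiter-Fluor fluorescence was measured in A549 ARE_Fluc cells after 18-24 h of compound exposure in a concentration series. The subsequent BugLite luminescent read reports ARE-luciferase activity.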
ATXN viability = viability counter-screen for ATXN expression inhibitors; S2 cells (HEK-293 line with an ATXN2-luciferase reporter) viability, CellTiter-Fluor protease fluorescence, 24 h; Potency, µM (series often up to 56.7 µM), most hits filed as cytotoxic; 0.49% of 400,000 active; note: potency is the fitted concentration of half-maximal effect; nearly all actives have a fitted effect of over 40% in size
EPAC2 agonist = agonists of human EPAC2 (RAPGEF4). Q8WZA2. EPAC2 activation, biochemical qHTS; response scale: 100% = 6.5 mM cAMP response. Potency, µM (series often up to 154 µM), for the others: top-dose activation, most hits filed as activators. 0.079% of 360,000 active. AID 720711; note: potency is the fitted concentration of half-maximal effect; nearly all actives have a fitted effect of over 50% in size
Target sequence (Q8WZA2 whole entry, looked up): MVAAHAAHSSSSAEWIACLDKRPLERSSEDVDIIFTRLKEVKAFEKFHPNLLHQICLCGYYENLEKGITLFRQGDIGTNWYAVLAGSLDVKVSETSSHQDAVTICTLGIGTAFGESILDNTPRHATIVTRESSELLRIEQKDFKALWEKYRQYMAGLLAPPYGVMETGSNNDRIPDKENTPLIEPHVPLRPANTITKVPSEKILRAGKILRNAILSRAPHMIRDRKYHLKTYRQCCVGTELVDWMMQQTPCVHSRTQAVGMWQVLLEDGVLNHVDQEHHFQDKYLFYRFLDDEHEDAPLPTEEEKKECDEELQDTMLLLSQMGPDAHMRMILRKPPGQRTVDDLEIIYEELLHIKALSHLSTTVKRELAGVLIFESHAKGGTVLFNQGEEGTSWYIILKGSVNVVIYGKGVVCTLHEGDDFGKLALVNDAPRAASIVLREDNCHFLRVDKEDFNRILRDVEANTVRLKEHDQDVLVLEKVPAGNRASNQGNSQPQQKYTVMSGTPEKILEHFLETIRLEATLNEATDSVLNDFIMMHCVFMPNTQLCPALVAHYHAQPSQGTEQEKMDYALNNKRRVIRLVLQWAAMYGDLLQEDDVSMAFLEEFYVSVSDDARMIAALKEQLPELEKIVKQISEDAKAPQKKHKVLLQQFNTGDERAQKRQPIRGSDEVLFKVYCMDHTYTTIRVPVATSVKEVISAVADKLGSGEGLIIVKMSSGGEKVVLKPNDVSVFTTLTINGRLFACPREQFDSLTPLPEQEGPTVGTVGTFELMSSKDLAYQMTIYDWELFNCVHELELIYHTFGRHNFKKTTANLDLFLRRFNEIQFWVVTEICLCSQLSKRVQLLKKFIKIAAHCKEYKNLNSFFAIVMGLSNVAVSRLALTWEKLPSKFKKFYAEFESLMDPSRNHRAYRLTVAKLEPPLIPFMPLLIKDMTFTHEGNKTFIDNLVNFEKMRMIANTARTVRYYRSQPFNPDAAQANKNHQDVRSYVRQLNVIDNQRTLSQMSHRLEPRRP
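Nucleotide exchange monitored as fluorescence drop when BODIPY-GDP leaves Rap1B. Reaction: 100 nM EPAC2, 250 nM RAP1B-BODIPY-GDP, 50 uM GDP, room temperature, kinetic read over 30 min. Activity expressed relative to 6.5 mM cAMP.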
TGFb inhibitor = TGF-b pathway inhibition. HepG2 CAGA-GFP TGF-b/SMAD3 reporter, GFP fluorescence, 18 h; TGF-beta stimulated, 500 pg/mL final. Potency, µM (series often up to 46.1 µM), for inactives: at the highest dose activity, negative = inhibition, actives largely listed as inhibitors. 1.2% of 410,000 active. AID 588855; note: potency is the fitted concentration of half-maximal effect; % is set by controls: 0 for no effect and ±100 for the full control effect; nearly all actives have a fitted effect of over 65% in size
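Inhibition was scored as loss of TGF-beta-induced (500 pg/mL final, 18 hours, 37 degrees C) GFP in HEPG2 cells carrying a CAGA-GFP reporter, in DMEM with 1% FBS. Well GFP was summed per cell; Activity was normalised to unstimulated and stimulated DMSO wells, then concentration-response fitting.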
IL2 activator = activates IL-2 in a cell-based reporter assay; activation, % (series mostly up to about 46 µM); IL-2 activation reporter assay, cell-based qHTS; stimulated with anti-CD3/CD4/CD28 beads; in transgenic mouse T cells; 0.065% of 360,000 active; in the data active = activation above about 50%; inconclusive = mostly about 30% to 49%; note: 0% is about no effect
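Unstimulated transgenic mouse T cells preincubated 60 min with compound, then stimulated with anti-CD3/anti-CD4-coated beads plus anti-CD28 for 18 h at 37 degrees C. IL-2 response read as EGFP and DsRed fluorescence by plate cytometry.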
Nrf2 ARE act = activates Nrf2 signaling. AID 624171. AREc32 ARE-luciferase reporter (MCF7-derived line), luminescence, 24 h. Potency, µM (highest dose often 46.1 µM), for the others: at the top dose activation, most hits filed as activators. 0.31% of 410,000 active; note: potency is the fitted concentration of half-maximal effect; % of control where 0% means no effect; nearly all actives have a fitted effect of over 65% in size
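Quantitative high-throughput format: AREc32 reporter cells, 1000 per well, received compound by pin transfer and were incubated 24 hr at 37 deg C, 5% CO2, before Steady-Glo luminescence detection.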
Starred values were filed as active, the others as inactive; i = inactive; ? = inconclusive; · = no result given; & = joins results of further samples; [ ] = another dose, or the depositor's remark. Unless noted, calls come from the whole dose curve; as a rule, active = well fitted curve in the direction sought with a large enough effect; inconclusive = small, poorly fitted or top-dose-only effect, or another doubt; inactive = no such curve, though single readings can be large; an effect the other way counts as inactive or inconclusive.

SMILES	HepG2 tox	Nrf2 block	ATXN2 expr inh	A549 viability	ATXN viability	EPAC2 agonist	TGFb inhibitor	IL2 activator	Nrf2 ARE act
Cc1cc(C)cc(NC(=O)CCc2c(C)nn(-c3ccc(N4CCCCC4)nn3)c2C)c1	4.2%	-9.1%	·	-1.9%	i	14.5%	-3.4%	-0.8	5.5%
CC(O)(c1ccc(F)c(F)c1)c1nc(-c2ccoc2)cs1 (centres undefined)	-5.5%	·	2.0%	·	i	11.2%	3.9%	0.9	0.8%[9.22 µM]
COc1cccc(N2CCN(C(=O)CCC(=O)N3CCOc4ccc(C)cc43)CC2)c1	5.7%	-9.2%	-3.1%	-3.7%	i	1.2%	6.9%	-1.6	0.3%
COc1ccc(C(=O)c2ccc(N(C)C)cc2)c(OC)c1	3.2%	·	16.0%	?	i	4.0%	-1.2%	-3.2	-0.6%
Nc1cc(=O)[nH]c(SCC(=O)Nc2cc(S(=O)(=O)N3CCCCC3)ccc2Cl)n1	-4.7%	-11.1%	-19.5%	15.1%	i	10.4%	0.2%	-0.5	-0.5%
Cc1ccc(C(C)n2cc(C(=O)NCc3ccccn3)nn2)cc1 (centres undefined)	-0.3%	?	0.6%	10.6%	i	1.4%	3.5%	-1.1	-0.9%
COc1ccc(Cc2c(C3CCCCC3)nc3c(Cl)cc(C(F)(F)F)cn23)c(C)c1	·	·	2.0%	·	?	-10.6%	·	-0.1	13.2%
CC(c1ccccc1F)n1cc(C(=O)NCCc2ccco2)nn1 (centres undefined)	-18.7%	2.2%	2.9%	-4.3%	i	-4.9%	-14.4%	-1.3	15.7%
CCOC(=O)c1csc(NC(=O)CSc2nnnn2-c2ccc(OC)cc2)n1	-19.7%	?	-1.1%	-1.0%	i	5.9%	7.7%	-1.2	-1.0%
CCCCc1ccc(NC(=O)CSc2nc3ncccc3[nH]2)cc1	0.8%	9.2%	·	1.2%	i	-8.1%	0.0%	-0.2	0.3%
CCOC(=O)c1c(NC(=O)CCCOc2ccc(C(C)(C)C)cc2)sc2c1CCCC2	10.2%	12.4%	3.0%	2.8%	i	·	2.5%	·	-1.0%
CC1CCCN(C(=O)Cn2c(=O)oc3cc(S(=O)(=O)N4CCCCC4)ccc32)C1 (centres undefined)	18.2%&7.4%	-14.2%&-2.1%	-0.9%&13.1%	1.0%&-0.5%	i	-2.6%	14.3%&13.7%	-3.5	-0.4%&-0.6%
Cc1cc(C)n2c(Nc3c(C)cccc3C)c(-c3ccsc3)nc2n1	-3.2%	8.8%	-4.1%	4.5%	i	·	-10.2%	·	3.2%
CC(C)COC(=O)c1cc(=O)[nH]c2ccccc12	-28.3%	1.6%	11.7%	-0.1%	i	8.2%	4.3%	0.4	1.7%
CCCOc1cccc(C(=O)Nc2ccc3c(c2)OCCO3)c1	-37.1%	?	·	-2.8%	i	14.9%	-18.5%	-0.7	-0.6%
CCC(=O)N(C1=C(NC(C)C)C(=O)c2ccccc2C1=O)C(C)C	-35.5%	-1.6%	-22.1%	-7.3%	i	-0.6%	?	0.1	-0.9%
Cc1ccc2c(=O)n3c(nc2c1)C(Cc1ccc(O)cc1)NC(=O)c1cccnc1-3 (centres undefined)	-9.0%	·	-3.2%	·	?	13.5%	?	-3.6	5.0%
CC(=O)Nc1ccc(S(=O)(=O)N2CCSC2C(=O)O)cc1 (centres undefined)	2.7%	11.5%	3.5%	0.0%	i	5.7%	24.6%	1.2	0.0%
O=C(CCc1nc2ccccc2c(=O)[nH]1)Nc1nnc(SCc2ccccc2F)s1	-2.4%	-1.2%	44.0%[activator]	-16.5%	i	-0.1%	-26.3%	0.4	3.6%
Cc1cccc(C)c1NC(=O)CN1CCN(C(=O)c2cc(C3CC3)nn2-c2ccccc2)CC1	-33.5%	·	·	·	i	9.2%	-4.9%	-1.8	3.6%
CCOc1cccc(CC(=O)NCc2ccc3c(c2)CCN3C(=O)c2ccc(F)cc2)c1OCC	-7.7%	·	·	-4.3%	·	·	?	·	0.4%
COc1nc(C)ccc1-c1noc(-c2ccco2)n1	0.0%	?	-3.1%	-5.6%	i	4.5%	-2.0%	-3.0	?
O=C(CNS(=O)(=O)c1ccc(Br)cc1)NCc1cccnc1	-8.9%	-0.8%	-4.5%	0.1%	i	8.7%	-8.5%	-0.6	0.3%
O=S1(=O)CC(N2CCN(c3ncccn3)CC2)CN1Cc1ccc(F)cc1 (centres undefined)	-16.7%	·	-0.6%	·	i	7.2%	-1.6%	-0.3	0.0%
O=C(COc1ccc(-c2nnco2)cc1)N1CCN(S(=O)(=O)c2ccc3ccccc3c2)CC1	2.2%	-17.6%	-9.5%	-2.4%	i	-3.6%	0.0%	0.4	-0.6%

Limited to Nrf2 block, IL2 activator and TGFb inhibitor (2 entries from above):
Structure,Nrf2 block,IL2 activator,TGFb inhibitor
CCCOc1cccc(C(=O)Nc2ccc3c(c2)OCCO3)c1,?,-0.7,-18.5%
CCC(=O)N(C1=C(NC(C)C)C(=O)c2ccccc2C1=O)C(C)C,-1.6%,0.1,?

(continued)
SMILES	HepG2 tox	Nrf2 block	ATXN2 expr inh	A549 viability	ATXN viability	EPAC2 agonist	TGFb inhibitor	IL2 activator	Nrf2 ARE act
CC12CCC(C(=O)Nc3ccncc3)(CC1O)C2(C)C (centres undefined)	0.5%	-1.8%	-19.9%	-0.6%	i	9.0%	-4.6%	1.2	0.3%
O=C(OCC(=O)N1CCOCC1)c1ccc2ccccc2c1	12.0%	6.8%	·	-0.3%	i	10.9%	1.4%	0.0	0.7%
CC1=Nn2c(nnc2-c2ccco2)SC1	-5.1%	3.8%	2.7%	2.4%	i	-1.1%	-12.4%	-2.4	0.3%
O=C(Nc1ccccc1)c1cc([N+](=O)[O-])ccc1N1CCCCC1	3.5%	?	-4.5%	-18.0%	i	12.9%	3.3%	-0.2	0.0%
CSc1ccc(CN2CCCC(N3CCN(c4ccccc4)CC3)C2)cc1 (centres undefined)	-54.8%	-13.1%	-19.0%	11.5%	i	9.3%	?	-0.3	2.0%
O=C(c1cccc(Br)c1)N1CCN(C(=O)N2CCCCC2)CC1	-16.6%	3.1%	1.0%	0.5%	i	-6.8%	-19.9%	-0.8	0.2%
Cc1cccc(Nc2ncnc3onc(-c4cccc(Cl)c4)c23)c1C	-9.8%	-21.5%	-13.0%	-7.1%	i	5.4%	-2.0%	-0.2	0.4%
COc1ccc2sc(-c3ccccc3OC)c(-c3ccc(OCCN(C)C)cc3)c2c1	15.8µM*	4.6%	?	3.9%	·	25.8%	15.8µM*	-0.4	9.8%
CC1CCCN(C(=O)Cn2c3ccccc3c3nc4n(c(=O)c32)CCS4)C1 (centres undefined)	11.5%	-16.6%	-23.0%	-16.1%	?	2.3%	13.8%	0.5	0.1%
O=C(NCc1ccccn1)C1CCN(S(=O)(=O)N2CCC3(CC2)OCCO3)CC1	0.2%	1.6%	3.8%	-11.5%	i	-1.2%	-0.1%	-0.6	0.8%
CCC1Sc2ccc(S(=O)(=O)CCC(=O)N3CCc4ccccc43)cc2NC1=O (centres undefined)	-6.4%	6.6%	3.0%	1.3%	i	7.0%	-13.7%	-0.7	-0.3%
Cc1ccc(C(=O)NNC(=O)c2ccc(Br)s2)cc1S(=O)(=O)N1CCOCC1	-12.7%	5.0%	·	-9.3%	?	0.7%	-5.9%	-0.4	-0.3%
O=C(NCCS(=O)(=O)N1CCCCCC1)c1ccc(F)cc1	-7.8%	1.4%	-8.8%	-4.2%	i	8.2%	-0.6%	-3.3	0.1%
C=CCN1C(=O)S/C(=C/c2ccsc2)C1=O	-25.9%	10.7%	45.4%[activator]	-7.7%	?	-3.3%	21.8%	-2.1	?
Cc1ccc(C)c(NC(=O)CN(C)S(=O)(=O)c2cccc3nsnc23)c1	-6.0%	-6.4%	-2.5%	19.8%	i	·	-11.3%	·	-0.9%
CCN(CC(=O)Nc1ccc(NC(C)=O)cc1)C(=O)c1cc(-c2ccccc2)nn1-c1ccccc1	-28.1%	-7.8%	-4.2%	0.2%	i	-2.1%	?	-1.4	0.1%
O=C(O)c1cc(S(=O)(=O)Nc2ccc(N3CCCCC3)cc2)ccc1Cl	-8.5%	6.1%	6.9%	0.0%	i	13.0%	-4.4%	-1.1	-0.3%
COc1ccc(N2CCN(c3cc(=O)n(Cc4ccc(F)cc4)c(=O)[nH]3)CC2)cc1	-13.7%	-20.8%	-13.6%	-9.4%	i	-4.5%	-23.4%	-4.0	0.1%
Cc1ccc(CNC(=O)CCN2C(=O)COc3ccc(C)cc32)cc1	0.4%	-12.0%	14.2%	-2.5%	i	·	-7.8%	·	-0.7%
CCOC(=O)C1CCCN(c2c(N3CCN(C4CCCCC4)CC3)c(=O)c2=O)C1 (centres undefined)	-4.7%	-11.9%	3.0%	4.3%	i	4.0%	5.1%	3.0	0.5%
O=c1cc(CN2CCN(c3ccccc3)CC2)nc2scc(-c3ccccc3)n12	9.0%	14.6µM*	1.6%	-6.0%	i	-8.5%	0.0%	-2.5	2.7%
COc1ccc(C(C)(C)C)cc1NC(=O)CCN1C(=O)C2CCCCC2C1=O (centres undefined)	-20.8%	19.1%	13.5%	1.7%	i	-3.7%	0.2%	1.1	0.1%

Sorted by molar mass (ascending): part of the list above.
SMILES	HepG2 tox	Nrf2 block	ATXN2 expr inh	A549 viability	ATXN viability	EPAC2 agonist	TGFb inhibitor	IL2 activator	Nrf2 ARE act
CC12CCC(C(=O)Nc3ccncc3)(CC1O)C2(C)C (centres undefined)	0.5%	-1.8%	-19.9%	-0.6%	i	9.0%	-4.6%	1.2	0.3%
O=C(c1cccc(Br)c1)N1CCN(C(=O)N2CCCCC2)CC1	-16.6%	3.1%	1.0%	0.5%	i	-6.8%	-19.9%	-0.8	0.2%
CCN(CC(=O)Nc1ccc(NC(C)=O)cc1)C(=O)c1cc(-c2ccccc2)nn1-c1ccccc1	-28.1%	-7.8%	-4.2%	0.2%	i	-2.1%	?	-1.4	0.1%

From PubChem
